ELG1 repair inh – ELG1-dependent DNA repair inhibition | 330,000 tested, 2.3% active | Potency, µM (top dose mostly 46.1 µM), without a hit: at the highest dose activity change, negative = inhibition, actives largely listed as inhibitors | AID 504467 | HEK293T ELG1-luciferase reporter, luminescence, 16 h; DNA damage induced by 5-fluorouridine; note: potency is the fitted concentration of half-maximal effect; % is set by controls: 0 for no effect and ±100 for the full control effect; nearly all actives have a fitted effect of over 55% in size
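Step one: seed 2,000 cells per well. Step two: pin-transfer compound or DMSO alongside 5-fluorouridine. Step three: incubate 16 hr, 37 °C, 5% CO2. Step four: add ONE-Glo, wait 30 min, read luminescence.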
FLuc counter – inhibits or activates purified firefly luciferase, miR-21 counter-screen | P08659 | purified FLuc, Km substrates, luminescence inhibition | Potency, µM (titrated, usually from 57.5 µM), without a hit: at the highest dose activity change, negative = inhibition, most hits filed as inhibitors | 360,000 tested, 6.9% active | AID 588342;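 note: potency is the fitted concentration of half-maximal effect; plate controls were vehicle for no effect and reference inhibitor for full effect; nearly all actives have a fitted effect of over 55% in size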
Target sequence (P08659 whole entry, looked up): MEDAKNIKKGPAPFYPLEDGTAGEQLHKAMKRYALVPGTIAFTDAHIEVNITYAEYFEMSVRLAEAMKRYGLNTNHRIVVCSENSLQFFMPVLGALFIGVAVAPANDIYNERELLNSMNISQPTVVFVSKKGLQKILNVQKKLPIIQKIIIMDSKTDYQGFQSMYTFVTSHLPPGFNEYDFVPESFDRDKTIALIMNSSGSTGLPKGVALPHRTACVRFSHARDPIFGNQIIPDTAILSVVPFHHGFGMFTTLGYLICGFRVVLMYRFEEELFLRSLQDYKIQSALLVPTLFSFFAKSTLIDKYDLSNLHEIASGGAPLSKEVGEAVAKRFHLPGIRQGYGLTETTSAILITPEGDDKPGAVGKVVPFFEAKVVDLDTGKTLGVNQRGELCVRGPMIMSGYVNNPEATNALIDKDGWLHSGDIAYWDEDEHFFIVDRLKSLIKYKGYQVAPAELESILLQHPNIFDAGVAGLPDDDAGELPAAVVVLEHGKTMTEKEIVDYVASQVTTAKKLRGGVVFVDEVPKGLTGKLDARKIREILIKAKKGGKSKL
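Biochemical qHTS of compounds, final roughly 60 µM downward over six points, against 10 nM purified firefly luciferase using Km concentrations of substrates (10 uM D-luciferin, 10 uM ATP) in Tris acetate pH 7.5 buffer; luminescence output.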
VP16 counter – Gal4-VP16 reporter inhibition counter-screen; Drosophila S2 Gal4-VP16 UAS-luciferase, luminescence, 20 h; Potency, µM (top dose mostly 53.6 µM), for the others: top-dose activity, negative = inhibition, hits mostly inhibitors; 310,000 tested, 3.5% active;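 note: Gal4-VP16 expression switched on by copper sulfate through the metallothionein promoter; potency is the fitted concentration of half-maximal effect; % is set by controls: 0 for no effect and ±100 for the full control effect; nearly all actives have a fitted effect of over 50% in size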
RORgamma inh – blocks mouse ROR gamma transcriptional activity | Drosophila S2 Gal4-RORgamma UAS-luciferase reporter, 20 h | Potency, µM (top dose mostly 53.6 µM), for inactives: at the top dose activity change, negative = inhibition, usual class: inhibitors | 310,000 tested, 5.4% active | AID 2551; note: potency is the fitted concentration of half-maximal effect; % is set by controls: 0 for no effect and ±100 for the full control effect; nearly all actives have a fitted effect of over 60% in size
Target sequence (P51450 whole entry, looked up, the tested form may be a part): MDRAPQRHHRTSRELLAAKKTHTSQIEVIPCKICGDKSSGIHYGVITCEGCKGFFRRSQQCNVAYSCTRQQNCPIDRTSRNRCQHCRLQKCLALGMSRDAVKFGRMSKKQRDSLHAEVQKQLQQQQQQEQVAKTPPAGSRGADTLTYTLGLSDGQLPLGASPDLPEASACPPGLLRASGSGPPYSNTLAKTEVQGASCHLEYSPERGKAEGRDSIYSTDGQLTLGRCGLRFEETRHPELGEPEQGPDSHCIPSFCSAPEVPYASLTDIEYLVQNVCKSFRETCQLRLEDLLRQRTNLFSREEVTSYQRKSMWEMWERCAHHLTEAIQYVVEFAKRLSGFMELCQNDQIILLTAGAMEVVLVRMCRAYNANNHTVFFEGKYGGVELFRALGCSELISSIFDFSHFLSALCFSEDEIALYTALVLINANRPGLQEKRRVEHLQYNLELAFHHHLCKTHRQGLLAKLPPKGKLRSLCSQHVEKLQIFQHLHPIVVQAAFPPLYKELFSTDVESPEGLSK
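A Gal4/UAS one-hybrid system in insect cells: metallothionein-promoter Gal4–ROR gamma fusion plus Photinus luciferase reporter. Copper sulfate 700 uM final, 20 hr ambient incubation, luminescent detection after 10 min with reagent.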
NPC1 promoter act – NPC1 promoter activation | Huh7 NPC1 promoter luciferase reporter, 24 h | Potency, µM (series often up to 9.22 µM), inactives show at the highest dose activation, usual class: activators | 320,000 tested, 2.4% active | AID 485313;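 note: potency is the fitted concentration of half-maximal effect; % of control where 0% means no effect; nearly all actives have a fitted effect of over 60% in size; reporter is driven by a mutant NPC1 promoter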
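Quantitative HTS used a cell-based reporter: Huh7 cells stably bearing the NPC1 promoter upstream of luciferase were treated with compounds for 24 h, and promoter activation was read as luminescence.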
p53 reactivation – mutant p53 re-activation in reporter cells; 320,000 tested, 0.063% active; AID 504706; Potency, µM (titrated, usually from 92.2 µM), inactives show at the top dose activity change, positive = activation, usual class: activators; H1299 p53-A138V BP100-luciferase reporter, luminescence, 24 h; note: potency is the fitted concentration of half-maximal effect; % of control where 0% means no effect; nearly all actives have a fitted effect of over 45% in size
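p53-null H1299 cells stably carrying temperature-sensitive p53-A138V and a BP100-luciferase reporter were pinned with compounds (4-point, 1:5 series) and held 24 hrs at 37 deg C. Luminescence was read 10 min after detection reagent.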
BRCA1 expr up – activators of BRCA1 expression; MCF7-BRCA1-FFLuc reporter, luminescence, 48 h; response scale: scaled: vehicle 0%, 10 µM genistein 100%; Potency, µM (doses to about 46.1 µM), inactives show at the top dose activation, hits mostly activators; 380,000 tested, 1.1% active; note: potency is the fitted concentration of half-maximal effect; nearly all actives have a fitted effect of over 80% in size; some results filed as inactive show a strong effect at the top dose
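Luminescence from a BRCA1-driven firefly luciferase in MCF7 cells was the read-out, taken 15 min after substrate addition following 48 h compound exposure at 37 °C. Data were normalized to a 10 microM genistein control and DMSO vehicle.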
Rab9 promoter act – activators of Rab9 promoter | Huh7 Rab9 promoter-luciferase reporter, luminescence, 24 h | Potency, µM (series often up to 9.22 µM), for inactives: at the top dose activation, negative = inhibition, actives largely listed as activators | 320,000 tested, 2.8% active | AID 485297; note: potency is the fitted concentration of half-maximal effect; % of control where 0% means no effect; nearly all actives have a fitted effect of over 60% in size
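Steps: seed 1500 Huh7 Rab9-luc cells per well, rest 2 h at 37 °C; add compound in DMSO; incubate 24 h; add luciferase reagent, 10 min ambient; read luminescence.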
TRPV1 agonist – agonists of human vanilloid receptor 1 (TRPV1); Q8NER1; TRPV1-expressing cells, Fluo-8 calcium influx, agonist mode; activation, % at 8.33 µM; 320,000 tested, 0.19% active; in the data active = activation above about 80%; inconclusive = between about 30% and that limit; note: 0% is about no effect
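Fluo-8 calcium influx in TRPV1-expressing cells, kinetic read (ex 480/em 520 nm). Compound added and read 3 min for agonist activity, followed by capsaicin at EC20 final and 2 min further read for enhancement.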
ELG1 genotox – inducers of genotoxicity in HEK293T ELG1-luciferase cells. HEK293T ELG1-luciferase reporter, luminescence, 16 h. Potency, µM (titrated, usually from 46 µM), for inactives: at the top dose activity change, positive = activation, actives largely listed as activators. 330,000 tested, 1.3% active. AID 504466; note: potency is the fitted concentration of half-maximal effect; % of control where 0% means no effect; nearly all actives have a fitted effect of over 60% in size
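Genotoxic stress is detected as increased luminescence from luciferase-tagged ELG1 in HEK293T cells, measured with ONE-Glo after a 16 hr treatment at 37 °C.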
Tb PFK inh – blocks T. brucei phosphofructokinase; O15648; T. brucei PFK, ADP-Glo luminescence; Potency, µM (doses to about 57.5 µM), inactives show at the top dose activity, negative = inhibition, hits mostly inhibitors; 330,000 tested, 0.17% active;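 note: potency is the fitted concentration of half-maximal effect; 0% = uninhibited 1x PFK enzyme wells and -100% = no-enzyme wells; nearly all actives have a fitted effect of over 60% in size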
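In TEA buffer at pH 8.0 with 5 mM MgCl2, enzyme (1.25 nM) converted F6P (0.5 mM) and ATP (0.1 mM) for 45 min at room temperature. ADP product was read by luciferase luminescence.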
* marks the source's active call; other numbers are inactive results; ? = inconclusive; · = no result given; & = joins results of further samples; [ ] = remark or other dose. Unless noted, calls come from the whole dose curve; as a rule, active = well fitted curve in the direction sought with a large enough effect; inconclusive = small, poorly fitted or top-dose-only effect, or another doubt; inactive = no such curve, though single readings can be large; an effect the other way counts as inactive or inconclusive.

Compound,ELG1 repair inh,FLuc counter,VP16 counter,RORgamma inh,NPC1 promoter act,p53 reactivation,BRCA1 expr up,Rab9 promoter act,TRPV1 agonist,ELG1 genotox,Tb PFK inh
C[C@H]1C=C(C(=O)NCc2ccccc2)O[C@@H](OCc2ccc(CO)cc2)C1,2%,6%,8%,34%,5%,-3%,8%,5%,3,2%,-2%
COc1ccc(C2C(C#N)=C(SCC(=O)Nc3ccc(C)cc3)NC3=C2C(=O)CC(C)(C)C3)cc1 (stereo not given),?,-1%,4%,10%,-1%,-16%,-76%,5%,1,-9%,-3%
CC[N+](C)(C)Cc1ccccc1Br,4%,-2%,1%,-2%,1%,-2%,14%,0%,-2,0%,-6%
COC(=O)c1ccc(/C=N/OCC(=O)NC2CCCC(C)C2C)cc1 (stereo not given),-15%,-7%,12%,24%,-6%,-4%,-60%,-1%,14,-11%,-4%
O=C(NCCCN1CCOCC1)C(=O)NCCc1ccccc1,6%,5%,-6%[10 µM],-3%,-1%,-2%,30%,-12%,-1,3%,1%
Cc1nc(N2CCOCC2)sc1C(=O)NN,-6%,-3%,-18%,0%,-3%,12%,-106%[inhibitor],-1%,2,1%,-4%
O=C(CC(=O)Nc1cc(Cl)ccc1Cl)Nc1cc(Cl)ccc1Cl,0%,2%,-15%,0%,-2%,-2%,-8%,-4%,1,3%,-3%
Cc1cccc(N(CC(=O)NC2CCCC2)C(=O)CS(=O)CC(=O)Nc2ccc3c(c2)OCO3)c1C (stereo not given),1%,-1%,3%,9%,-1%,-14%,1%,-4%,0,2%,1%
CC(=O)N1CCN(c2ccc(NC(=O)c3ccc(C(C)(C)C)cc3)cc2)CC1,?,?,-6%,?,9%,-1%,-29%,2%,?,-7%,-8%
O=C(NCCN1C(=O)S/C(=C\c2ccc(Cl)c(Cl)c2)C1=O)c1cnccn1,-2%,0%,5%,14%,1%,28%,-17%,0%,1,0%,-6%
O=C(N/N=C/c1ccccn1)c1ccc2nc[nH]c2c1,?,?,-12%,-7%,21%,-2%,0%,3%,·,-12%,0%
COc1ccc(-c2cc(C)no2)cc1S(=O)(=O)N1CCOc2ccc(Cl)cc21,2%,-1%&3%,-9%,-6%,-4%,?,-2%,-2%,0,1%,-11%
CCN1CCN(CCCNC(=O)c2ccccc2NC(=O)C2=C(C)OCCS2)CC1,0%,2%,-14%,-17%,-7%,0%,-8%,-13%,-2,1%,2%
Cc1ccc(C)c(NC(=S)NCCN(C2CCCCC2)C2CCCC2)c1,?,-1%,-5%,?,3%,2%,-63%,-7%,8,-9%,-4%
Nc1c(C(=O)c2ccc(Br)cc2)oc2ccccc12,?,-4%,0%,19%,28%,?,7%,30%,2,8%,-5%
O=C(COC(=O)c1ccc(Cl)nc1)Nc1ccc2c(c1)OCO2,-5%,-3%,0%,17%,-6%,4%,-10%,6%,0,1%,0%
O=C(Nc1cccc(Br)c1)c1cc2ccccc2o1,?,2.4µM*,4%,18%,3.2µM*,?,8%,2.8µM*,?,?,-4%
C[C@@]12C(=O)N(c3ccc(Br)cc3)C(=O)N1[C@@H]1c3ccccc3OC[C@@H]1[C@H]2c1ccccc1,-2%,·,·,·,·,-2%,-20%,·,·,-6%,-4%
COCCn1c(CN2CCN(C(c3ccccc3)c3ccccc3)CC2)nc2c1c(=O)n(C)c(=O)n2C,10%,2%,0%,12%,-1%,-3%,-3%,-1%,-2,-5%,0%
O=C(CCc1nnc2ccc(N3CCC4(CC3)OCCO4)nn12)Nc1cc(F)ccc1F,4%,1%,4%,-12%,11%,-2%,2%,-2%,1,5%,1%
CCn1cc(CN2CCCC(C(=O)Nc3cccc(-n4cccn4)c3)C2)c(C)n1 (stereo not given),-3%,0%,0%,-2%,-1%,-6%,-14%,6%,-5,-4%,0%
CC1CC1C(=O)N(C)CC(=O)Nc1cccc(F)c1 (stereo not given),12%,0%,·,·,-2%,-2%,0%,-11%,0,2%,1%
CSCCC(NS(=O)(=O)c1ccccc1)C(=O)OCc1nc2ccsc2c(=O)[nH]1 (stereo not given),4%,-2%,·,·,0%,-1%,9%,1%,0,-3%,-4%
CSc1ccccc1NC(=O)CN1CCN(Cc2ccccc2)CC1,-14%,3%,-9%,28%,1%,1%,·,2%,10,-2%,-6%
CC(Sc1nnnn1C)C(=O)Nc1nc(-c2ccc(F)c(F)c2)cs1 (stereo not given),?,·,·,·,1%,-6%,2%,-6%,-1,1%,-6%
CCC(C(=O)NC1CCCC1)N(Cc1ccco1)C(=O)CNS(=O)(=O)c1ccccc1 (stereo not given),5%,0%,1%,-18%,-2%,-8%,0%,-1%,-1,-3%,-5%
Cc1cccc(C)c1NC(=O)NC1(C(=O)NCCCN2CCOCC2)CCCCC1,-3%,4%,6%,-3%,0%,4%,-3%,-6%,0,-4%,-5%
CCn1c(SCC(=O)Nc2ccc3c(c2)OCO3)nnc1C1CC1,12%,-12%,-3%,-16%,-5%,-3%,-3%,-4%,-1,-1%,16%
CCCCC(C(=O)O)C(C)CC(=O)Nc1ccn(-c2ccccc2)n1 (stereo not given),0%,3%,1%,5%,-5%,-8%,-1%,-2%,3,-3%,-1%
CCc1cc(C(=O)Nc2cc(S(=O)(=O)N(CC)CC)ccc2N2CCOCC2)sc1C,?,2%,·,·,-5%,-2%,-59%,-4%,20,-1%,2%
c1cncc(-c2nc(-c3ccco3)cs2)c1,?,?,2%,28%,18%,?,82%,22%,2,29%,-10%
O=C(O)c1cnc(-c2ccccc2)nc1Sc1ccccc1Cl,3%,-1%,0%,5%,2%,-6%,8%,4%,1,2%,0%
Cc1ccc(S(=O)(=O)N2CCC(C(=O)OC(C)C(=O)NC(N)=O)CC2)cc1C (stereo not given),2%,1%,-2%,1%,-3%,0%,13%,-3%,-2,0%,0%
Cc1ccc(-c2csc3ncnc(N4CCN(C(=O)c5ccccc5)CC4)c23)cc1,18µM*,-1%,?,-33%,-2%,-7%,-61%,-1%,21,-28%,2%
CCOC(=O)c1cccc(P(=O)(C(C)(C)C)C(C)(C)C)c1,8%,-1%,7%,-44%,-2%,-13%,-8%,16%,0,2%,0%
O=C(N/N=C/c1ccco1)c1cccc(N2Cc3ccccc3C2)c1,9%,?,6%,13%,2%,-3%,0%,16%,-3,6%,-1%
CCc1cc(=O)oc2c(CN3CCCC3)c(O)c(Cl)cc12,4%,2%[2.3 µM],1%,-7%,-1%,2%,1%,-2%,1,0%,1%
Cc1ccc(S(=O)(=O)NC(C)C(=O)N2CCOCCOCCOCCOCC2)cc1 (stereo not given),-2%,-3%,-3%,19%,0%,-1%,-12%,-5%,-2,-2%,-1%
COc1cccc(N2CCN(C(=O)C3CCCN(c4ncnc5c4nc4n5CCCCC4)C3)CC2)c1 (stereo not given),3.3µM*,4%,-3%,43%,-2%,13%,-24%,-3%,?,-13%,1%
CCc1ccc2c(c1)C(c1ccc([N+](=O)[O-])cc1)=NNC(c1ccccc1)=N2,-14%,-17%,21%,6%,0%,15%,26%,-8%,?,1%,-2%
COc1ccc(N2C(=O)CC(N3CCN(S(=O)(=O)c4c(F)cccc4F)CC3)C2=O)cc1OC (stereo not given),3%,2%,-5%,-1%,-4%,5%,-3%,9%,18,1%,1%
CCN(CCCNC(=O)CN1C(=O)COc2ccccc21)c1ccccc1,-18%,-1%,6%,25%,-2%,-6%,2%,-1%,10,-11%,1%
CC(=O)c1cc(-c2ccccc2)n(CC(=O)N2CCCCC2)c1C,3%,2%,-2%,12%,0%,-3%,1%,0%,2,-2%,1%
COc1ccc(CN2CCN(S(=O)(=O)c3ccccc3)CC2)c(OC)c1,-8%,0%&4%,1%,40%,-2%,5%,-43%,0%,0,-7%,-7%
CCN(CC)CCCNC(=O)c1ccc(CS(=O)(=O)c2ccccc2OC)o1,?,-1%,7%,-5%,-2%,1%,13%,26%,1,0%,1%
CCn1c(=S)sc2c(=O)n(CC(=O)Nc3ccc(OC)c(Cl)c3)c(C)nc21,-2%,2%,-9%,0%,-2%,2%,2%,-3%,8,-5%,0%

Some values from the list:
`CCN(CCCNC(=O)CN1C(=O)COc2ccccc21)c1ccccc1` | ELG1 repair inh: -18%
`CCc1ccc2c(c1)C(c1ccc([N+](=O)[O-])cc1)=NNC(c1ccccc1)=N2` | RORgamma inh: 6%
